Screens deposited in PubChem by Broad Institute.
S100A4 inh HTS = inhibitors of human S100A4 binding to myosin IIA peptide; P26447; AID 652163; S100A4/TAMRA-MyoIIA peptide fluorescence polarization; inhibition, % at 10.7 µM; 360,000 tested, 0.14% active;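 active = mean inhibition of at least 70% across replicates, with every replicate also reaching that level; inconclusive = mean inhibition reaches 70% but some replicates fall short; inactive = mean inhibition below 70%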
Target sequence (P26447 whole entry, looked up): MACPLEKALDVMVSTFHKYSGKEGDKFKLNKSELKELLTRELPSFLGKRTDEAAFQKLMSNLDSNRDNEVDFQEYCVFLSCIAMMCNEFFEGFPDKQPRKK
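Test system: S100A4 monomer protein. Medium: HEPES buffer with Ca2+, pH 7.2. Reagent: fluorescent myosin IIA peptide, 5 nM. Compound dosing: single-point compound testing. Timing: 5 min between mix addition and reading. Benchmarks: DMSO neutral and TFP positive wells.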
FN deposition inh = fibronectin deposition inhibition; AH1F fibroblasts, Alexa488-fibronectin deposition fluorescence, overnight; inhibition, % at 12.6 µM; 350,000 tested, 0.086% active;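 active = mean inhibition across replicates of 30% or more, regardless of how many single replicates reach that level; inconclusive = mean under 30% yet at least half of replicates reach 30%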;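 also: positive control wells lacked labelled fibronectin entirely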
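Assay system: AH1F fibroblast monolayer, labelled fibronectin deposition. Amount: 10000 cells per well. Also added: labelled fibronectin 24 nM. Compound: single-point pinned compound. Incubation: cell attachment 1 h, compound and FN exposure overnight. Detection: fluorescence after three HBSS washes, excitation 485 nm, emission 525 nm. Read-out: inhibition of fibronectin deposition signal.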
SIRT5 block = sirtuin-5 (human) deacylase inhibition | Q9NXA8 | Purified SirT5, succinyl-peptide AMC, trypsin-coupled fluorescence | inhibition, % at 15 µM | 330,000 tested, 1.1% active | AID 652115; in the data active = inhibition above about 15%; inconclusive = no clear call, values can overlap the other calls
Target sequence (Q9NXA8 whole entry, looked up): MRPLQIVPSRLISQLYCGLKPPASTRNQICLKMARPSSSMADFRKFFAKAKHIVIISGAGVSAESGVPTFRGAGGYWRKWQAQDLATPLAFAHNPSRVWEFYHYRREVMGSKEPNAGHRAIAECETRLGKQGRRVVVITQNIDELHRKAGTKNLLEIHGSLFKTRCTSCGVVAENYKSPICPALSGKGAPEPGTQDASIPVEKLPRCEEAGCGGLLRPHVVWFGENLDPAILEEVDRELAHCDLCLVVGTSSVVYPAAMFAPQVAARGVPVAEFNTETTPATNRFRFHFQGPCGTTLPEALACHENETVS
LGR2 antag = inhibitors of bursicon-induced Drosophila LGR2 receptor cAMP signaling; HEK293 LGR2, CRE-luciferase, bursicon-stimulated, 4 h; inhibition, % at 9.99 µM; 380,000 tested, 0.35% active; AID 720647;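 active = drop in luminescence signal, shown as inhibition above about 50% in the replicate tests, limit read from the data, passing the limit was not always enough; inconclusive = probably only some replicates passing the limit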;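 also: agonist challenge used bursicon conditioned medium at about half maximal strength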
Casp6 inh = caspase-6 (human) enzyme inhibition. inhibition, % at 12.5 µM. 350,000 tested, 0.53% active. AID 686996. purified caspase-6, Z-VEID-R110 cleavage fluorescence;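 active = mean inhibition across replicates at least about 35%, with every replicate also reaching that limit, limit read from the data; inconclusive = only one of the two criteria met; inactive = neither criterion met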;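 also: 0% = median of neutral control wells and 100% = no fluorescence left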
Target sequence (P55212 24-179 limits assumed): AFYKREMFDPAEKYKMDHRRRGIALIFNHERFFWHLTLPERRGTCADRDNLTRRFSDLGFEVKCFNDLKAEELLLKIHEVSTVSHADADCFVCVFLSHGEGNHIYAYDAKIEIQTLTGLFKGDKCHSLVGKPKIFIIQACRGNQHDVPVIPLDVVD
Target sequence (P55212 194-293 limits assumed): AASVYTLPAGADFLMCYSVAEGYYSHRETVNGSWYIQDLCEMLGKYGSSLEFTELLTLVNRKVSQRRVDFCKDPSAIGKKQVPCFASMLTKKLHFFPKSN
esBAF inh = SWI/SNF esBAF complex inhibition | mouse ES cells, Bmi1-luciferase knock-in reporter, 24 h; 100% = twice the neutral-well signal | AID 602393 | 350,000 tested, 2% active | reporter increase, % at 12.5 µM; in the data active = activation above about 40%; inconclusive = no clear call, values can overlap the other calls;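 also: 0% = median of the plate's neutral control wells and 100% = double that signal; a rise in the Bmi1 reporter signal indicates esBAF inhibition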
Statin myotox sup = protects C2C12 myotubes from simvastatin toxicity; rescue of ATP level, % at 7.49 µM; AID 602340; ATP luminescence, 48 h; scaled: DMSO 0, geranylgeraniol control 100; 330,000 tested, 0.78% active;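 active = mean ATP rescue above about 67%, or every replicate alone reaching that limit, limit read from the data, passing the limit was not always enough; inconclusive = no clear call, values can overlap the other calls; inactive = mean under the limit and some replicate under it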;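 also: myotubes were challenged with 10 µM simvastatin during compound exposure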
Numbers without * were called inactive; ? = inconclusive; / = not tested or not shown; & = joins results of further samples. This is a subset; the hit share may differ from the screen's.

SMILES	S100A4 inh HTS	FN deposition inh	SIRT5 block	LGR2 antag	Casp6 inh	esBAF inh	Statin myotox sup
CCCN1[C@H](C(=O)NCCCN2CCOCC2)[C@@H](CO)[C@@H]2Cn3c(ccc(-c4ccccc4)c3=O)[C@@H]21	2	/	-5	13	2	-4	0
Oc1c(Cl)cc(Cl)cc1C=Nc1ccc(Br)cc1	-5	/	-2	19	1	18	7
C[C@H]1CN([C@@H](C)CO)C(=O)c2cc(C3=CCCC3)cnc2O[C@H]1CN(C)C(=O)Nc1cccc(F)c1	-9	4	0	1	0	16	3
CC(Sc1nnc(-c2ccccc2F)o1)C(=O)Nc1ccc(N2CCOCC2)cc1 (stereo not given)	6	-9	0	8	12	18	-13
O=C(C1=C[C@H](c2ccc3c(c2)OCO3)C[C@H](OCc2ccc(CO)cc2)O1)N1CCCCCCC1	2	8	3	-6	4	1	1
O=C(CN1CCN(c2ccccc2O)CC1)Nc1ccc([N+](=O)[O-])cc1Br	0	2	0	11	-2	5	-17
CC(=O)c1c(C)[nH]c(C(=O)N(C)C(c2ccccc2)c2ccccc2)c1C	3	-2	2	/	4	/	/
Cc1ccc(N(CC#N)C(=O)CS(=O)(=O)c2cccc([N+](=O)[O-])c2)cc1	-2	4	-3	3	0	-1	-5
COc1ccc(OCCCN2CCc3ccccc3C2)cc1	2	-9	-1	4	-1	-13	4
O=C(CN1CCCC1)NC(=O)NC1CCCC1	-6	-4	-2	10	-5	/	/
COc1ccc(N2c3ccccc3CN(Cc3ccccc3)CC2Cc2cc(OC)c(OC)c(OC)c2)cc1 (stereo not given)	-5	-2	/	-3	-2	-2	-10
Cc1nn(C)cc1S(=O)(=O)N1CCN(c2cccc(Cl)c2)CC1	0	0	4	1	-3	-9	-2
Nc1nc(=S)ss1	6	1	-1	15	0	4	-1
Cc1ccc(C)c(N2CCN(C(=O)Cn3ncc4c([nH]c5ccc(C)cc54)c3=O)CC2)c1	1	4	0	9	-1	-8	0
COc1cc(/C=C2/C(=N)N3C(=NC2=O)SN=C3S(C)(=O)=O)ccc1OC(=O)c1ccco1	-3	-6	3	8	8	-4	2
CC(C)c1ccc(NC(=O)N2CCC(c3nc4ccccc4o3)CC2)cc1	-4	/	-2	-1	2	-10	-20
CCS(=O)(=O)N1[C@H](CO)[C@@H](c2ccc(C#CCC3CCCC3)cc2)[C@@H]1C#N	-11	-5	1	-18	-3	-5	6
COc1cc(-c2nnc(SCC(=O)Nc3cc(C)on3)n2C)cc(OC)c1O	/	/	/	17	/	-1	9
C[C@@H](NC(=O)C[C@H]1C=C[C@H](NC(=O)Cc2ccccn2)[C@H](CO)O1)c1ccccc1	-8	1	3	-26	2	1	-20
Cc1cccc(CCNC(=O)C2CCC(=O)N2Cc2ccc(F)cc2)c1 (stereo not given)	4	/	-3	6	-4	3	5
C[C@H](NC(=O)C[C@@H]1C[C@H]2c3cc(NC(=O)C4CCOCC4)ccc3O[C@H]2[C@H](CO)O1)c1ccccc1	18	/	0	5	0	5	1
N#Cc1c(N)nc(SCC(=O)NC2CCCCC2)c(C#N)c1-c1ccc(Cl)cc1	/	15	/	/	/	0	-5
CCOCCCNC(=O)C1CCN(S(=O)(=O)c2cc(Br)cc3c2N(C(=O)CC)CC3)CC1	2	3	-1	-4	5	0	-2
O=C(Nc1ccc(-n2cnnn2)cc1)C1CCCN1C(=O)Nc1ccc(Br)cc1 (stereo not given)	2	-1	-2	1	1	-2	-4
O=C(Nc1ccc2c(c1)OCO2)N1[C@@H]2CNC[C@H]1C2c1ccc(-c2cccnc2)cc1 (stereo not given in full)	10&9	-2&-4	-1&0	-15&3	1&2	/	/
Cn1c(N)c(C(=O)COC(=O)c2ccc(Cl)nc2)c(=O)n(C)c1=O	-4	-5	-7	-4	1	/	/
O=C(NCc1ccc(F)cc1)[C@@H]1[C@@H](CO)[C@@H]2Cn3c(cccc3=O)[C@H]1N2CC1CC1	2	/	8	-20	-1	-1	9
C[C@@H]1CN([C@H](C)CO)S(=O)(=O)c2ccc(C#Cc3ccc(F)cc3)cc2O[C@@H]1CN(C)S(C)(=O)=O	6	-1	3	10	-2	5	-21
COC(=O)[C@@]1(Cc2ccc(OC)cc2)[C@H]2c3cc(C(=O)N4CCCC4)n(Cc4ccccn4)c3C[C@H]2CN1C(=O)c1ccccc1	-5	1	3	-6	4	/	/
CC(C)Cc1nnc(NC(=O)CCC(=O)Nc2ccccc2F)s1	-1	0	-2	-2	-4	/	/
COc1cccc(-c2nc(CS(=O)(=O)CC(=O)NCCCN3CC(C)CC(C)C3)c(C)o2)c1 (stereo not given)	3	22	-5	10	-36	5	0
CS(=O)(=O)N1CCN(c2ccccc2NC(=O)c2ccc3c(c2)OCCO3)CC1	-3	-3	-2	3	1	11	4
CCN(CC(=O)NCc1ccc(Cl)cc1)C(=O)Cc1ccc(OC)cc1	-14	-2	-1	-18	1	0	6
COc1ccc(NC(=O)CN(C)C(=O)c2c(C)nn(-c3ccccc3)c2Cl)cc1	-1	1	-3	5	1	-4	33
O=C(c1ccc(F)cc1)N1CCCCN2[C@@H](CO)[C@H](c3ccc(-c4ccccc4)cc3)[C@@H]2C1	1	/	-1	-13	1	/	/
CCCNC(=O)C1(C)CCCN(Cc2ccc(Cl)cc2)C1 (stereo not given)	6	/	/	4	0	1	20
Cc1ccc(SCC(=O)NC(C)c2ccccc2)cc1 (stereo not given)	-9	0	4	/	1	-5	9
CCCOc1ccc(CNCCCOCC)cc1OC	-21	1	-2	5	0	3	-6
COc1ccc(C2=NS(=O)(=O)N(C)C(C(=O)N3CCC(C)CC3)=C2)cc1	-2	-2	5	17	-3	10	6
C[C@H]1CN([C@@H](C)CO)C(=O)c2ccccc2-c2ccccc2CO[C@H]1CN(C)C(=O)NC1CCCCC1	9	-3	-2	9	-2	3	/
N[C@@H](Cc1ccccc1)c1nnc(SCc2ccccc2Cl)o1	/	0	/	/	/	25	3
Cc1ccnc2nc(C(=O)OCC(=O)c3ccc(NC(=O)CC(C)C)cc3)nn12	2	10	-2	27	0	/	1
CSCCC(NC(N)=O)C(=O)Nc1cccc(S(=O)(=O)N2CCOCC2)c1 (stereo not given)	4	-6	-3	-18	1	/	/
CCOC(=O)c1ccc(NC(=S)N(CCCN2CCCC2)Cc2cccs2)cc1	0	2	1	-21	-8	-6	-5
Cc1n[nH]c(=O)c2c(NC(=O)CSc3nnnn3-c3ccccc3)oc(C)c12	-1	8	-3	-3	-3	3	-8
O=C(COC(=O)c1ccccc1Br)NCc1cccs1	4	1	1	-3	3	37	4
O=C(O)C1=C(Nc2ccccc2)OCC1=O	-3	0	-2	-4	1	-2	38
C[C@@H]1CN([C@@H](C)CO)S(=O)(=O)c2ccc(-c3cncnc3)cc2O[C@@H]1CN(C)C(=O)Cc1ccccc1	6	/	-3	0	3	2	12
C[C@@H]1CN([C@@H](C)CO)C(=O)Cc2cc(NC(=O)CCN3CCOCC3)ccc2O[C@@H]1CN(C)S(=O)(=O)c1ccc(F)cc1	-7	/	-2	-7	-1	-5	-6
COc1ccc(Nc2nnc(C)c(=O)[nH]2)cc1	/	-8	/	/	/	-2	9
CCCc1cc(=O)[nH]c(SCC(=O)Nc2cc(S(=O)(=O)N3CCCCC3)ccc2Cl)n1	-6	-4	-2	-7	-1	2	5
CCCNC(=O)C[C@@H]1C[C@H]2c3cc(NC(=O)Nc4ccccc4)ccc3O[C@H]2[C@H](CO)O1	/	4	/	-16	/	7	2
COC(=O)C(CCSC)NC(=O)c1cc2c(n(-c3ccccc3)c1=O)CCCC2=O (stereo not given)	0	-9	0	24	1	-4	-3
Cc1cc2c3c([nH]c2cc1S(=O)(=O)NCCCOC(C)C)CC(C)(C)CC3=O	-1	3	-1	-12	0	-9	-21
O=S1(=O)CCO[C@H]2Cc3ccccc3[C@H]2N1Cc1ccc(F)cc1	2	-2	2	-4	3	-4	0
O=C(CCn1c(=O)oc2ccccc21)NCc1ccc2c(c1)OCO2	-1	4	-5	-5	-2	-3	13
COc1cc(OC)c(C(=O)N2CCCC2)cc1OC	-2	0	-4	15	-1	2	-3
Cc1ccc(NC(=O)CNCc2cccs2)c(Br)c1	-3	-1	0	-25	4	?	-10
COc1ccccc1NC(=O)CN(Cc1ccco1)C(=O)c1cncc(Br)c1	3	2	-6	13	-1	1	5
C=CCn1c(SCC(N)=O)nnc1-c1cnccn1	-15	-10	0	13	-4	/	/

(next part)
SMILES	S100A4 inh HTS	FN deposition inh	SIRT5 block	LGR2 antag	Casp6 inh	esBAF inh	Statin myotox sup
CO[C@H]1CN(C)C(=O)c2ccc(NS(=O)(=O)c3ccc(C)cc3)cc2OC[C@H](C)NC[C@H]1C	4	-28	-3	-15	0	-6	3
Cc1noc(C)c1NC(=O)Nc1cccc2c1O[C@H](CN(C)CC1CC1)[C@H](C)CN([C@@H](C)CO)C2=O	-4	/	2	-1	-6	/	/
CCCCCCC(=O)N1CCCC(c2nc(-c3cccc(OC)c3)no2)C1 (stereo not given)	3	-9	2	-8	3	/	/
N=C1C(c2nc(-c3ccc(Cl)cc3)cs2)=C(O)CN1NC(=O)c1ccc(O)cc1	-4	-12	-3	-3	-1	15	-7
O=C(c1cnccn1)N1CC(=O)N2[C@H](CO)[C@@H](c3ccc(-c4ccc(F)cc4)cc3)[C@@H]2C1	6	/	-1	10	-1	/	/
Cc1c(NC(=S)NC(=O)c2ccc(Br)o2)c(=O)n(-c2ccccc2)n1C	-2	-5	0	2	0	/	/
Cc1nc2ccccc2c(=O)n1NC(=O)c1ccc([N+](=O)[O-])cc1	1	4	3	-16	0	/	/
COCCN(Cc1nc(C(c2ccccc2)c2ccccc2)no1)C(C)C	-16	-3	-2	5	2	-1	-6
CC1O[C@H](OC2C(COC3OC(CO)C(O)[C@H](O)C3O)OC(OC3CC[C@]4(C)C(CC[C@@]5(C)[C@@H]4C=C[C@]46OC[C@@]7(CCC(C)(C)C[C@H]74)C(O)C[C@@]56C)C3(C)C)C(O)C2O)C(O)C(O)C1O (stereo not given in full)	-6	6	-8	2	2	-4	6
C[C@@H](NC(=O)C[C@H]1C[C@H]2c3cc(NC(=O)c4cccnc4)ccc3O[C@H]2[C@@H](CO)O1)c1ccccc1	-4	/	0	6	2	4	-3
Cc1ccc(-n2c3c(cc(C(=O)NCc4ccco4)c2=O)C(=O)CCC3)cc1	-6	-9	0	-21	2	/	/
CC(=O)c1ccc(C(=O)N2CCCC(CCC(=O)N(C)CCc3ccccn3)C2)s1 (stereo not given)	-5	4	-5	5	0	2	1
Cc1cc(C)cc(NS(=O)(=O)c2cccs2)c1	3	0	0	2	3	-2	-1
Nc1c(C(=O)NCc2ccco2)sc2nc(N3CCOCC3)c3c(c12)CCCC3	/	-2	/	/	/	-3	-3
CC1(C)CNC(=O)c2sc(N3CCOCC3)nc2C1	1	/	-6	9	1	-8	21

Of the compounds above, these have a cyano group.
SMILES	S100A4 inh HTS	FN deposition inh	SIRT5 block	LGR2 antag	Casp6 inh	esBAF inh	Statin myotox sup
Cc1ccc(N(CC#N)C(=O)CS(=O)(=O)c2cccc([N+](=O)[O-])c2)cc1	-2	4	-3	3	0	-1	-5
CCS(=O)(=O)N1[C@H](CO)[C@@H](c2ccc(C#CCC3CCCC3)cc2)[C@@H]1C#N	-11	-5	1	-18	-3	-5	6
N#Cc1c(N)nc(SCC(=O)NC2CCCCC2)c(C#N)c1-c1ccc(Cl)cc1	/	15	/	/	/	0	-5
